Screening data: PubChem, Southern Research Specialized Biocontainment Screening Center
PhoP GFP inhibition – PhoP regulon inhibitors, Salmonella typhi PhoP promoter GFP reporter, confirmatory (AID 1850); Salmonella Typhi PhoP-promoter GFP reporter, fluorescence, 4 h; higher % means a stronger effect; one-dose inhibition, % at 50 µM; IC50 in µM for titrated hits; hit rate 0.33% among 310,000; in the data active = a potency from the dose series; inconclusive = inhibition mostly from about 25% at the one dose, without a potency; inactive = the rest, 99 in 100 with inhibition below about 19%;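 note: 0% = induced wells with vehicle and 100% = uninduced wells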
tuberculosis growth – growth inhibition of non-replicating M. tuberculosis (AID 488890) | Mycobacterium tuberculosis non-replicating, growth inhibition; higher % means a stronger effect | one-dose inhibition, % at 25 µM; IC50 in µM for titrated hits | hit rate 0.39% among 320,000; in the data active = a potency from the dose series; inconclusive = inhibition mostly from about 82% at the one dose, without a potency; inactive = the rest, 99 in 100 with inhibition below about 76%;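 note: plate controls were DMSO cells for no effect and high antibiotic wells for full effect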
inhibitors of VEEV – inhibitors of VEEV TC-83 cytopathic effect, confirmation, Vero cells (AID 588727) | Vero cells, VEEV TC-83 cytopathic effect inhibition; higher % means a stronger effect | hit rate 0.13% among 350,000 | inhibition, % at 20 µM, or IC50 in µM where a hit was titrated; in the data active = a potency from the dose series; inconclusive = inhibition mostly from about 14% at the one dose, without a potency; inactive = the rest, 99 in 100 with inhibition below about 12%; note: strong numbers were not always called active
M. tuberculosis HTS – M. tuberculosis growth inhibition, HTS (AID 449762); hit rate 0.59% among 330,000; inhibition, % at 25 µM, or IC50 in µM where a hit was titrated; M. tuberculosis H37Rv growth inhibition, 7H9 media; higher % means a stronger effect; in the data active = a potency from the dose series; inconclusive = inhibition above about 70% without an active follow-up result;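 note: bacterial growth assessed after seven days of incubation; strong numbers were not always called active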
H1N1 NS1A inhibition – H1N1 influenza NS1A inhibitors, functional cell based assay (AID 504329); hit rate 0.3% among 340,000; NS1A functional cell-based assay, percent inhibition; higher % means a stronger effect; one-dose inhibition, % at 12.5 µM; IC50 in µM for titrated hits; in the data active = a potency from the dose series; inconclusive = inhibition above about 27% without an active follow-up result; note: strong numbers were not always called active
inhibitors of VEEV 10K pilot screen – recorded beside inhibitors of VEEV, whose call it bears; inhibition, %; measured here: 10K pilot screen inhibition
An asterisk follows results filed as active; i = inactive; ? = inconclusive; . = not tested or not shown. Compounds were not picked by outcome; 1.4% or so of the library scored in one or more.

SMILES	PhoP GFP inhibition	tuberculosis growth	inhibitors of VEEV	M. tuberculosis HTS	H1N1 NS1A inhibition	others
Cc1cc(C)nc(Sc2ccc(/C=C(\C#N)C(N)=O)o2)n1	-8%	-7%	i	6%	-5%	inhibitors of VEEV 10K pilot screen=0.4
COC(=O)c1sccc1NC(=O)Nc1ccc(F)cc1F	-1%	5%	2.6%	4%	16%
Cn1c(C(=O)NC2CCCCC2)cc2c(=O)n(C)c3ccccc3c21	2%	-10%	0.9%	-12%	2%
O=C(CN1C2CCC1CC(NC(=O)NC1CCCCC1)C2)NC1CC1 (stereo not given)	-7%	-6%	0.3%	-6%	19%
Cc1cccc(-n2nc([N+](=O)[O-])c(=NCc3cccnc3)n2O)c1	-2%	40%	0.7%	-11%	4%
CC1(C)Cc2c(sc(NC(=O)C(=O)NCCCN3CCOCC3)c2C#N)CO1	12%	-15%	1.1%	5%	12%
COc1ccc(N2C(=O)CC(Nc3cccc([N+](=O)[O-])c3)C2=O)cc1 (stereo not given)	21%	0%	3.6%	-3%	4%
CCc1ccc(C(O)(CNCc2ccccc2)c2ccccc2)cc1 (stereo not given)	-1%	33%	i	13%	1%
COc1ccc(-c2csc(NC(=O)CCN3C(=O)C4CC=CCC4C3=O)n2)cc1OC (stereo not given)	3%	26%	12%	28%	-5%
Cc1ccc(NC(=O)CC2Nc3ccccc3NC2=O)cc1Cl (stereo not given)	.	.	9.4%	.	8%
O=C(NCc1ccccc1)NC(=O)c1ccncc1	5%	-9%	1.0%	2%	4%
Cc1cccc(CSCCNC(=O)COc2ccc(Cl)cc2)c1	25%	74%	1.3%	9%	-3%

Reprinted from the part before: 2 entries; new compounds follow.
SMILES	PhoP GFP inhibition	tuberculosis growth	inhibitors of VEEV	M. tuberculosis HTS	H1N1 NS1A inhibition	others
O=C(NCc1ccccc1)NC(=O)c1ccncc1	5%	-9%	1.0%	2%	4%
Cc1cccc(CSCCNC(=O)COc2ccc(Cl)cc2)c1	25%	74%	1.3%	9%	-3%
C[C@H](O)[C@@]1(O)CC[C@H]2[C@@H]3CC[C@@H]4C[C@H](O)CC[C@]4(C)[C@H]3CC[C@@]21C	-2%	17%	2.3%	-6%	-6%
COCCn1c(NCc2ccccc2)nc2c1c(=O)[nH]c(=O)n2C	11%	-6%	0.5%	-5%	-7%
CCOc1ccc(NC(=O)c2ccc(F)c(S(=O)(=O)N3CCN(c4ccccn4)CC3)c2)cc1	-24%	11%	1.6%	-4%	5%
C[n+]1ccc(C(=O)NCc2ccccc2)cc1	0%	-4%	1.1%	-3%	-3%
CSc1cccc(CN2CCN(CCc3ccccc3)C(CCO)C2)c1 (stereo not given)	-7%	29%	i	12%	-1%
Cc1cccc2cc(C#N)c(N3CCC(O)CC3)nc12	-4%	27%	6.8%	8%	-5%
O=C(O)[C@H](Cc1c[nH]c2ccccc12)Nc1ncccc1[N+](=O)[O-]	5%	-8%	0.4%	-5%	-7%
CCCc1cc(C(=O)Nc2ccc(F)cc2F)no1	-5%	?	1.6%	64%	-2%
CN(C)S(=O)(=O)c1ccc(C(=O)NCc2nnc(SCC(=O)NCc3ccco3)o2)cc1	-7%	-3%	1.3%	-10%	-13%
O=C(c1c(F)cccc1F)N(Cc1ccccc1)Cc1ccccc1	13%	6%	i	13%	9%
O=C(C[C@H]1C[C@H](C(=O)N2CCOCC2)[C@@]2(CCC3CCCC3)c3[nH]c4cc(-c5ccco5)ccc4c3CCN2C1=O)NCCC1=CCCCC1	.	.	i	.	4%
Cc1nc(Br)c(Br)c(C)c1Br	-2%	-12%	i	-1%	-8%
Cc1ccc[n+](CC(=O)N2CCCc3ccccc32)c1	1%	-17%	i	-10%	-12%
CCCNC(=O)CC(NS(=O)(=O)c1ccc(Cl)cc1)c1ccco1 (stereo not given)	0%	0%	0.5%	-7%	-3%
CCc1ccc(OCC2NCCc3cc(OC)c(OC)cc32)cc1 (stereo not given)	5%	26%	i	3%	3%
O=C(Nc1ccc2c(c1)OCO2)C1COc2ccccc2O1 (stereo not given)	1%	?	5.0%	2%	-4%
NC(=O)NC(c1ccc(Cl)cc1)c1ccccc1Cl (stereo not given)	8%	8%	2.2%	-4%	-7%
COc1ccc(/C=N/NC(=O)c2ccncc2)c(OC)c1	0%	63%	0.3%	?	-4%
COc1ccccc1CNCC(=O)Nc1cc(S(=O)(=O)N2CCCCC2)ccc1C	.	30%	0.8%	-7%	3%
Cc1ccc(CS/C(Nc2ccccc2C)=C(\C#N)C(N)=O)c(C)c1	-2%	-19%	i	2%	5%
CCC(C)(C)NC(=O)CN(Cc1ccc2c(c1)OCO2)C(=O)CCC(=O)Nc1nccs1	-1%	-4%	7.4%	-4%	0%
O=C(c1cccc(NS(=O)(=O)c2ccc(Br)cc2)c1)N1CCCCC1	3%	-6%	1.9%	-7%	-4%
O=C(Cc1ccc(F)cc1)NCCc1cnc[nH]1	-11%	-3%	0.8%	-7%	-15%
CCOC(=O)CCC(=O)N1CCOCCOCCN(C(=O)CCC(=O)OCC)CCOCC1	10%	-19%	1.0%	-6%	-2%
COCCNC(=O)c1ccccc1N(Cc1ccccc1)S(=O)(=O)c1ccccc1	-7%	4%	i	-16%	.
CC1=CC=CC2=NC(=O)CC(C)(C(=O)N(CC(=O)NC3CCCC3)c3ccccc3C)N12 (stereo not given)	-5%	-3%	4.6%	-6%	-2%
Cc1c(C(=O)OC(C)C)sc(N)c1C(=O)OC(C)C	-9%	11%	2.5%	6%	18%
CNC(=O)NC1CCCCc2sccc21 (stereo not given)	15%	1%	2.2%	-4%	0%
CS(=O)(=O)NNC(=O)Cn1nnc(-c2ccc(OCc3ccccc3Cl)cc2)n1	0%	?	6.9%	?	2%
COc1ccc(N2CCN(C(=O)CCc3nc(-c4ccc(C)cc4)no3)CC2)cc1	-9%	35%	2.9%	0%	13%
CC/C(=N\NC(=O)c1c(C)nc2ccccn12)c1ccccc1	4%	8%	4.9%	25%	9%
COC(=O)c1cc(NC(=O)c2cc(-c3ccc(C(F)(F)F)cc3)oc2C(F)(F)F)ccc1N1CCOCC1	-1%	21%	i	?	-6%
Cc1ccc(CNC(=O)[C@H]2C[C@@H]2[C@H](NP(=O)(c2ccccc2)c2ccccc2)c2ccccc2)o1	-8%	27%	1.0%	-2%	5%
CCOC(=O)c1nc(NNC(=O)c2ccc([N+](=O)[O-])cc2)sc1C	0%	56%	11%	8%	8%
C=CCOC(=O)c1ccc(N2CCN(c3ccccc3)CC2)nc1	-6%	71%	1.5%	4%	10%
c1ccc(NCc2nc3ccccc3n2CCOc2ccccc2)cc1	3%	45%	0.4%	5%	-4%

Molecules listed so far containing bromine, in the order listed:
SMILES	PhoP GFP inhibition	tuberculosis growth	inhibitors of VEEV	M. tuberculosis HTS	H1N1 NS1A inhibition	others
Cc1nc(Br)c(Br)c(C)c1Br	-2%	-12%	i	-1%	-8%
O=C(c1cccc(NS(=O)(=O)c2ccc(Br)cc2)c1)N1CCCCC1	3%	-6%	1.9%	-7%	-4%

The main list resumes with the 2 entries that preceded the break.
SMILES	PhoP GFP inhibition	tuberculosis growth	inhibitors of VEEV	M. tuberculosis HTS	H1N1 NS1A inhibition	others
C=CCOC(=O)c1ccc(N2CCN(c3ccccc3)CC2)nc1	-6%	71%	1.5%	4%	10%
c1ccc(NCc2nc3ccccc3n2CCOc2ccccc2)cc1	3%	45%	0.4%	5%	-4%
COc1cccc(N(C(=O)CNC(=O)c2ccco2)C(C(=O)NC2CCCC2)c2ccco2)c1 (stereo not given)	1%	-7%	0.4%	12%	5%
COc1ccc(CCN2CCCC(CN(C)C(=O)c3ccoc3)C2)cc1 (stereo not given)	-2%	26%	1.7%	3%	10%
O=C1Nc2ccccc2C12NCCc1c2[nH]c2ccccc12 (stereo not given)	-16%	12%	2.3%	0%	26%
O=C(COc1coc(CN2CCc3ccccc3C2)cc1=O)Nc1ccccc1F	-2%	33%	2.5%	8%	6%
CCCn1c(SCC(=O)NCc2ccc(F)cc2)n[nH]c1=O	15%	-4%	1.3%	-5%	-1%
Cc1ccc(-c2csc(NC(=O)c3cccc(S(=O)(=O)N4CCN(C)CC4)c3)n2)cc1	-5%	.	7.0%	-11%	30%
Cc1cccn2c(=O)c3cc(S(=O)(=O)c4ccc(Br)cc4)c(=N)n(C4CCCCC4)c3nc12	-18%	1%	i	-5%	4%
O=C(COC(=O)c1ccc(Cl)c(S(=O)(=O)N2CCOCC2)c1)Nc1ccc2[nH]c(=O)[nH]c2c1	.	-6%	1.7%	9%	-11%
COc1ccc(CNC(=O)CSc2nn3c(=O)c(C(C)(C)C)nnc3s2)cc1OC	-2%	2%	4.1%	3%	0%
CCN(CC(=O)Nc1c(F)cccc1F)C(=O)CSCC(=O)Nc1ccc(OC)cc1	4%	6%	1.4%	2%	7%
COC(=O)[C@]1(C)N[C@H](CN(C)S(=O)(=O)c2ccc(C(C)(C)C)cc2)[C@@H]2C(=O)N(C)C(=O)[C@@H]21	.	6%	0.4%	-1%	-5%
COc1ccc(-n2cnnc2SCC(=O)c2cc(C)n(Cc3cccs3)c2C)cc1	-16%	16%	3.9%	-5%	23%
Cc1ccc(CS(=O)Cc2ccc(C(=O)NC3CCCCC3)o2)cc1 (stereo not given)	-25%	0%	i	4%	-9%
CCCC(=O)Nc1ccc(N2CCN(CC)CC2)c(Cl)c1	-2%	-25%	i	-5%	-8%
CCCCn1c(N)c(N(C(=O)CSc2nnc(C)n2-c2ccccc2)C2CCCC2)c(=O)[nH]c1=O	.	8%	2.0%	-8%	1%
CCNC(=O)Nn1c(-c2ccccc2)nc2ccccc2c1=O	-9%	-3%	1.2%	-1%	-1%
CCN(CC)C(=O)[C@H]1C[C@H](CC(=O)NCCCN(C)C)C(=O)N2CCc3c([nH]c4cc(-c5ccco5)ccc34)[C@]12C	.	.	3.1%	.	5%
O=C(Nn1cnc2ccccc2c1=O)C1CCCCC1	-7%	0%	i	4%	-1%
